# PKA kinase inh = inhibitors of human protein kinase A; AID 524; inhibition, % at 6 µM; PKA Kemptide phosphorylation, Kinase-Glo ATP luminescence; hit rate 0.1% among 65,000; P17612;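 active = inhibition above the screen-wide mean inhibition plus 3 SD, cut at about 21% in these data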; also: many of its hits are not listed in these tables
# CatB inh = human cathepsin B inhibition. P07858. purified cathepsin B, fluorogenic substrate, fluorescence. inhibition, %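 (tested at 10 µM)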. hit rate 0.1% among 63,000. AID 453; in the data active = inhibition above about 21%;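 also: 0% = enzyme with no compound and 100% = no enzyme blank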
# AP ELISA ortho = alternative pathway complement inhibition, orthogonal assay | Human serum alternative complement pathway, LPS-coated ELISA, C3 deposition; tested in compound mixtures | inhibition, % at 5 µM | hit rate 0.08% among 62,000 | AID 1235;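 active = inhibition above 30% in each of the two pooled mixtures holding the compound, so the lower value exceeds 30%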;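 also: 0% = serum in Mg-EGTA without compound and 100% = EDTA serum blank; some compounds past the cut are filed as inactive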
#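 Test system: human serum alternative complement pathway, C3 deposition on LPS-coated wells; also added: Plate-bound LPS; doses: 5 µM per compound in ten-compound mixtures; schedule: 1 h at 37 °C; detection: Anti-C3 ELISA, OD 450 nm; evaluation: percent inhibition of C3 deposition onto LPS; repeats: two pool placements per compound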
# Ec RNAP inh = Escherichia coli RNA polymerase inhibition. P0A8V2. E. coli RNA polymerase, fluorescence transcription assay. inhibition, %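 (tested at 10 µM)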. hit rate 0.2% among 62,000; in the data active = inhibition above about 20%;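 also: 0% = enzyme without compound and 100% = no enzyme blank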
# JNK3 inh = inhibitors of human JNK3 kinase; hit rate 0.61% among 60,000; inhibition, % at 8 µM; AID 746; purified JNK3 kinase activity, HTS; in the data active = inhibition above about 17%;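 also: 0% = DMSO and 100% = reference inhibitor; many of its hits are not listed in these tables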
# CatS inh = inhibitors of human cathepsin S. P25774. recombinant cathepsin S, AMC dipeptide fluorescence, pooled mixtures. AID 501. inhibition, %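 (tested at 5 µM per compound within 10-compound mixtures)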. hit rate 0.06% among 62,000; in the data active = inhibition above about 32%, passing the limit was not always enough;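 also: 0% = enzyme without compound and 100% = blank without enzyme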
# RORA act = activators of human nuclear receptor RORA | hit rate 1.5% among 65,000 | activation, % at 10 µM | AID 560 | CHO-K1 Gal4-RORA LBD luciferase reporter, luminescence; percent increase over mock-subtracted basal signal;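 active = activation above the mean of all tested compounds plus 3 SD, cut at about 49% in these data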;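 also: 0% = DMSO-treated RORA cells and 100% = added signal equal to DMSO minus mock-transfected cells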
# CatB mix inh = inhibitors of human cathepsin B in compound mixtures | Purified cathepsin B, AMC dipeptide fluorescence | AID 488 | P07858 | inhibition, %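 (ten-compound pools at 5 µM per compound and 50 µM total)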 | hit rate 0.06% among 62,000; in the data active = inhibition above about 22%, passing the limit was not always enough;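 also: 0% = enzyme without compound and 100% = no enzyme blank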
# ROCK2 blocker = ROCK2 (human) kinase inhibition; inhibition, % at 6 µM; O75116; purified ROCK2, Kinase-Glo ATP depletion luminescence; hit rate 0.35% among 60,000;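 active = inhibition above the screen-wide mean inhibition plus 3 SD, cut at about 18% in these data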;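 also: plate controls were DMSO wells for no effect and Y-27632 control wells after no-enzyme background subtraction for full effect; many of its hits are not listed in these tables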
# Active calls of the source: *; . = no result given. Some of the compounds tested, so the mix of outcomes need not match the whole.
# Results follow in this order: PKA kinase inh	CatB inh	AP ELISA ortho	Ec RNAP inh	JNK3 inh	CatS inh	RORA act	CatB mix inh	ROCK2 blocker
C=C(C)CSc1nnc(-c2cccc(S(=O)(=O)N(C)C)c2)n1-c1cc(OC)ccc1OC
→ 8	4	5	-8	8	1	24	1	5
CCOC(=O)Nc1cc(OCC)c(NC(=O)C2CC2)cc1OCC
→ 1	3	-7	5	9	0	-8	3	6
Cc1ccc(C)c(S(=O)(=O)NC(CC(C)C)C(=O)O)c1 (stereo not given)
→ 10	-6	12	7	.	-1	5	2	.
O=C(Nc1nnc(CCN2CCCCC2)s1)C1CCCCC1
→ 4	-4	3	9	0	-30	-15	8	6
COc1ccc(NC(=O)C2CCCN(S(=O)(=O)c3cccc4cccnc34)C2)cc1OC (stereo not given)
→ 7	7	13	3	-2	-15	19	5	2
O=c1cc(O)nc(SCc2ccccc2)[nH]1
→ 0	0	7	6	-10	0	6	5	5
CC(C)(C)NC(=O)NC(=O)COC(=O)C1CC(=O)N(Cc2ccccc2)C1 (stereo not given)
→ 6	4	11	3	.	-2	-4	5	.
O=S(=O)(c1cccc2cccnc12)N1CCOCC1
→ 4	1	-1	-3	6	6	-6	-4	1
Cc1ccc(S(=O)(=O)Nc2nc3ccccc3nc2NCc2ccco2)cc1C
→ -2	1	6	8	7	19	-23	5	-1
CN1/C(=C/C(=O)c2nc(S(C)(=O)=O)ncc2Cl)C(C)(C)c2ccccc21
→ 6	-5	6	3	4	-1	-43	4	6
CCOC(=O)c1[nH]c(C)c(C(=O)N2CCc3ccccc32)c1C
→ 10	1	5	10	0	7	8	-3	3
CCOc1ccccc1C(=O)Nc1nncs1
→ -4	3	-19	0	2	20	-19	1	0
CC(=O)n1nc(-c2ccccc2)nc1NCc1ccc(F)cc1
→ 4	2	13	.	5	1	1	-3	1
CN(C)c1oc(-c2ccc(OCc3ccccc3)cc2)nc1C#N
→ -1	1	4	4	-13	10	7	5	-1
COc1ccc(C(=O)N/C(N)=N/c2nc3ccccc3o2)cc1
→ 3	2	.	8	-3	.	-2	.	-8
CCc1nn(C(C)C(=O)NCCN2CCN(c3cccc(C)c3C)CC2)c(=O)c2cc3occc3n12 (stereo not given)
→ 10	4	8	0	12	-1	9	2	2
CCCCN(CC)S(=O)(=O)N1CCC(C(=O)NCCCN2CCOCC2)CC1
→ 6	4	10	3	4	4	4	4	2
O=C1NC(c2ccccc2)C(C(=O)c2cccs2)=C1O (stereo not given)
→ -6	-2	13	5	-2	-11	-5	3	3
COc1ccc(-n2c(Cc3cccn3C)nnc2SCC(=O)N2CCCC2)cc1
→ 10	4	7	8	-2	3	10	-1	3
COc1ccc(CNC(=O)C(C)NC(=O)c2cc3ccccc3o2)cc1 (stereo not given)
→ -6	0	16	39*	-6	-8	-11	7	-9
CCN=C1SC(C(=O)Nc2cccc(C(=O)O)c2)CC(=O)N1CC (stereo not given)
→ -9	-2	29	-10	-2	-25	-4	-18	-5
Cn1c(CNc2nc3ccccc3n2C)nc2ccccc21
→ 6	0	14	4	2	2	32	1	3
CSc1nnc(-c2nnc(SC)n2-c2ccccc2)n1-c1ccccc1
→ -1	1	-1	8	-4	5	-15	-8	-1
CCOC(=O)N1CCN(Cc2oc(CO)cc(=O)c2O)CC1
→ 0	-2	4	1	1	13	-6	6	0
NC(=O)CSc1nc2ccccc2n1-c1ccccc1
→ 9	-1	19	2	4	-7	14	1	3
O=C(COc1cccc2cccnc12)Nc1nccs1
→ 8	1	6	4	1	2	75*	1	6
COc1ccc(OC)c(NC(=O)CN(c2ccc(OC)c(Cl)c2)S(C)(=O)=O)c1
→ -6	5	-3	7	5	-3	8	-1	-2
CCC1CCCCN1C(=O)CSc1nnc(-c2cccc(Cl)c2)o1 (stereo not given)
→ -3	1	32	7	-2	0	25	7	-1
CCOC(=O)C1CCCN(c2cc(=O)n(Cc3ccc(F)cc3)c(=O)[nH]2)C1 (stereo not given)
→ 10	3	11	9	1	7	-5	6	6
CC(=O)NC(CCS(C)(=O)=O)C(=O)Nc1ccccc1C (stereo not given)
→ 8	.	.	.	-4	.	-34	.	8

# The list goes on, starting with the last two of the part before.
# Results follow in this order: PKA kinase inh	CatB inh	AP ELISA ortho	Ec RNAP inh	JNK3 inh	CatS inh	RORA act	CatB mix inh	ROCK2 blocker
CCOC(=O)C1CCCN(c2cc(=O)n(Cc3ccc(F)cc3)c(=O)[nH]2)C1 (stereo not given)
→ 10	3	11	9	1	7	-5	6	6
CC(=O)NC(CCS(C)(=O)=O)C(=O)Nc1ccccc1C (stereo not given)
→ 8	.	.	.	-4	.	-34	.	8
O=C(O)c1ccc(S(=O)(=O)NC2CCCCC2)cc1
→ 6	6	-28	5	10	8	-16	8	-4
CCOC(=O)C1=CN(C)C=C(C(=O)OCC)C1c1ccsc1
→ 3	-12	13	-52	1	-4	-10	-4	4
CCOc1ncccc1C(=O)OCC(=O)N1CCN(S(=O)(=O)c2ccccc2)CC1
→ 9	-5	10	2	-1	-5	-9	3	4
COc1ccc(N2CCN(C(c3cc(OC)ccc3OC)c3nnnn3Cc3ccco3)CC2)cc1 (stereo not given)
→ 7	2	1	6	0	0	-26	0	8
O=c1cc(-c2ccccc2)[nH]n1-c1nc2ccccc2[nH]1
→ 0	-6	9	-3	-1	10	-13	-1	6
COc1ccccc1CC(=O)N(CCC#N)CCC#N
→ -1	-2	23	-7	0	-13	-3	-5	-2
COc1ccc(C2(CN(C(C)=O)C(C)=O)CCCC2)cc1OC
→ 9	0	-9	5	6	15	6	3	7
O=C1N(O)C2(C=CCCC2)/C(=N\O)C12CCCCC2 (stereo not given)
→ 1	1	-4	34*	1	39	-11	5	-5
COC(=O)c1cc(NC(=O)CN2CCC(C(N)=O)(N3CCCCC3)CC2)cc(C(=O)OC)c1
→ 9	3	-4	2	-3	14	10	4	4
CN1CCN(CP(=O)(N2CCOCC2)N2CCOCC2)CC1
→ 5	5	3	4	3	26	-4	6	-3
COc1cccc(-c2nc3n(n2)C(c2ccccc2Cl)C(C(N)=O)=C(C)N3)c1 (stereo not given)
→ 4	6	20	4	1	-4	-2	3	-1
CCc1ccccc1NC(=O)Cn1nnc(-c2cccs2)n1
→ 16	-6	12	-8	2	-2	-10	-1	6
COc1ccc(S(=O)(=O)N2CCN(C)CC2)c2ccccc12
→ 1	-1	16	-1	3	-6	30	2	3
Cc1cc(C)nc(NC(=O)c2cc3ccccc3o2)n1
→ -7	2	8	-2	-9	10	-11	6	-4
Cc1cc2oc(C(=O)NCc3ccc4c(c3)OCO4)c(C)c2cc1C
→ 4	.	.	.	1	.	1	.	7
CCOC(=O)N1CCN(S(=O)(=O)c2cc(Br)cc3c2N(C(C)=O)C(C)C3)CC1 (stereo not given)
→ 13	1	13	0	.	-5	-15	-1	.
Nc1c(S(=O)(=O)c2cccs2)c2nc3ccccc3nc2n1Cc1cccs1
→ 9	-6	15	2	4	2	9	5	6
O=C(O)c1cccc(NC(=O)C2CC(=O)N(Cc3ccccc3)C2)c1 (stereo not given)
→ 6	1	-4	4	-4	4	-10	4	4
O=C1c2cccnc2C(=O)N1c1cccc(-c2nc3ccccc3o2)c1
→ 15	1	5	7	5	13	23	6	5
Cc1cc(NS(=O)(=O)c2ccc(C3CCCCC3)cc2)no1
→ -4	2	-2	7	-3	10	-17	5	2
Cc1ccccc1-c1nnc(SCc2ccc(F)cc2)o1
→ 8	0	8	5	-5	-7	6	3	7
COC(=O)N1CC(=O)N(OC)C1c1ccc(Cl)cc1Cl (stereo not given)
→ 0	2	-5	-7	0	6	-11	-1	-3
Clc1ccc(C(c2nnnn2C2CCCC2)N2CCN(Cc3ccncc3)CC2)cc1 (stereo not given)
→ 8	-2	16	3	-10	-6	-23	2	0
Cc1nc(C)c(C(=O)Nc2nc3c(C)cccc3s2)o1
→ 2	0	16	4	-6	7	4	7	-2
CCOC(=O)C(C(C)=O)C(c1ccc(OC)cc1)C(C(C)=O)C(=O)OCC (stereo not given)
→ 7	-1	2	3	0	-2	-5	0	8
Cc1ccc(C)c(Cn2nnc3c(=O)[nH]c(C(=O)NCc4ccco4)nc32)c1
→ 6	0	3	-10	-2	-17	3	-10	0
CCN(CC)CCCN1C(=O)C(=O)/C(=C(/O)c2ccc3c(c2)CC(C)O3)C1c1cccnc1 (stereo not given)
→ 0	-3	.	-10	-3	.	15	.	-11
CC1(C)Cc2c(sc3nn[nH]c(=O)c23)CO1
→ 5	2	10	7	8	-6	-9	-6	4
CCOC(=O)c1cc(NC(=O)N2CCOCC2)c(C)nc1C
→ 7	3	13	8	-4	-10	-22	3	9
O=S(=O)(NCc1csc(-c2cccnc2)n1)c1cccs1
→ 2	3	4	5	2	10	-3	-1	4

# The list goes on:
# Results follow in this order: PKA kinase inh	CatB inh	AP ELISA ortho	Ec RNAP inh	JNK3 inh	CatS inh	RORA act	CatB mix inh	ROCK2 blocker
CC(c1ccco1)N(C(=O)c1cccs1)c1ccccn1 (stereo not given)
→ 4	2	-4	-9	-3	-4	10	-1	-1
COc1ccc(Oc2c(C)oc3c(CN(C)C)c(O)ccc3c2=O)cc1
→ 8	0	10	-2	3	0	-17	2	0
CC1(C)C(=O)OC(c2cccs2)C(C)(C)C1=O (stereo not given)
→ 0	0	16	2	-2	-3	-8	1	-4
C=CCOC(=O)CCP(=O)(CCC(=O)OCC=C)c1ccccc1
→ 10	7	5	10	-3	-6	-31	2	5
COc1ccc(Cc2nc(-c3cccs3)no2)cc1OC
→ 7	1	14	3	3	6	10	3	4
COc1ccc(C2CC(C(F)(F)F)n3ncc(C(=O)NCc4cccnc4)c3N2)cc1OC (stereo not given)
→ 5	1	2	7	0	13	-9	-8	-3
CC(NC(=O)C(C)(C)C)c1nc2ccccc2n1C (stereo not given)
→ -9	1	22	-16	.	-7	0	-1	.
O=C(CSc1nnc(C2COc3ccccc3O2)o1)NC1CCCCC1 (stereo not given)
→ 8	-2	4	5	-3	4	-4	-2	1
COC(=O)C(O)(CC(=O)Nc1ccc(Cl)cc1F)C(F)(F)F (stereo not given)
→ -8	-2	14	-3	-2	5	-8	-7	-2
CCCCOC(=O)CSC1=C(C#N)C(c2ccccc2OC)C(C#N)C(=O)N1 (stereo not given)
→ 4	3	.	10	3	.	2	.	8
CC(C)CC(c1nnnn1Cc1ccco1)N1CCN(C2CCCC2)CC1 (stereo not given)
→ 3	10	-19	5	2	36	-8	3	0
O=C(CCCNS(=O)(=O)c1cccc2nsnc12)NCCc1ccccc1
→ -4	0	3	5	-3	-5	4	-1	-3
C=CCn1c(COc2ccccc2)nnc1SCC(=O)NCC(=O)OCC
→ 1	5	-7	-10	-4	-5	-26	3	-12
O=C1Nc2ccc(S(=O)(=O)NCCC3=CCCCC3)c3cccc1c23
→ 7	1	4	5	4	-6	13	5	6
C/C(N)=C(/C#N)C(=O)CN1CCCCC1
→ -1	6	0	6	-6	12	-7	4	6
O=C(NCc1ccccc1)C1CCN(C(=O)NCc2ccccc2)CC1
→ -3	3	6	4	.	-2	-9	6	.
CCOC(=O)c1ccccc1NC(=O)CCNC(=O)Cn1cnc2ccccc2c1=O
→ 10	0	18	-2	6	0	7	3	7
C/C(=C\C#N)n1nc(C)cc1N
→ 9	9	-3	6	-8	7	-12	5	2
CCn1c(SCc2ccc(C(=O)OC)o2)nnc1-c1c[nH]c2ccccc12
→ 3	4	15	8	7	-2	-22	0	-3
Cc1ccc(-c2noc(CNCCCN(C)C)n2)cc1
→ 11	1	-8	4	-5	10	12	0	6
CCc1ccccc1N(C(=O)Cn1nnc2ccccc21)C(C(=O)NCCOC)c1ccco1 (stereo not given)
→ -5	1	7	4	-6	1	-11	-2	0
CCCCN(CCCC)C(=O)CN(C)S(=O)(=O)c1ccc2c(c1)n(C)c(=O)c(=O)n2C
→ 10	1	10	7	10	7	-4	8	3
